miR-122 sensor – blocks miR-122 activity in Huh7 sensor cells. activation (reporter increase), % at 12.5 µM. Huh7 miR-122 Renilla luciferase sensor, 48 h; neutral wells = 0, positive control = 100. hit rate 0.3% among 340,000. AID 602342;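 active = mean replicate activation score at least 90 and every replicate individually at or above 90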;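 also: higher luciferase means less miR-122 activity so hits act as miR-122 inhibitors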
The depositor's hits bear a star.

Molecule	miR-122 sensor
COc1ccc(/C(C)=N/Nc2ccc(C(=O)O)cc2)cc1OC	50.9
Cc1ccc2occ(C(c3nnnn3Cc3ccccc3)N3CCOCC3)c(=O)c2c1 (configuration not stated)	-0.5
Cc1ccc(C)c(N2CCN(C(c3ccncc3)c3nnnn3Cc3ccccc3)CC2)c1 (configuration not stated)	-0.2
CC1CCCN(c2nc3c(c(=O)n(C)c(=O)n3C)n2CCSc2nc3ccccc3o2)C1 (configuration not stated)	19.3
Nc1c(C(=O)c2ccccc2)oc2ccc(Br)cc12	6.5
CCOc1ccc(N2C(=O)CC(Sc3nc(-c4cccs4)cc(C(F)(F)F)c3C#N)C2=O)cc1 (configuration not stated)	17.3
CCN(CC)C(=O)CSc1nnc(-c2cc(OC)cc(OC)c2)o1	4.6
CCN(CC)CCN1C(=O)C(O)=C(C(=O)c2sc(C)nc2C)C1c1cccnc1 (configuration not stated)	-0.3
COc1ccc(C[C@H]2CN3C(=NC[C@@H]3C(C)C)N2CCNC(=O)c2ccc(C)c(Br)c2)cc1	-42.2
CSc1nc(-c2ccccc2)nn1S(=O)(=O)c1ccccc1	-2.0
CCC(C)(C)n1nnnc1C(c1cccs1)N1CCN(c2nc3ccccc3s2)CC1 (configuration not stated)	-2.3
CN1CCN(c2nc3c(c(=O)[nH]c(=O)n3C)n2CCOc2ccccc2)CC1	-4.7
COc1cccc(C2C(C#N)=C(N)Oc3c2oc(CO)cc3=O)c1OC (configuration not stated)	1.5
CC1(C)COC(c2cccn2Cc2ccc(F)cc2Cl)=N1	1.8
O=C(CN(C(=O)CCC(=O)Nc1nccs1)c1ccc(F)c(Cl)c1)NCc1ccco1	6.3
CCc1c(C)[nH]c2ccccc2c1=O	2.4
Cc1ccc(NC2SC(=O)N(Cc3cccc(C(=O)O)c3)C2=O)cc1 (configuration not stated)	-5.0
COc1ccc(CCNC(=O)c2ccc3c(c2)N(Cc2ccc(C)cc2)CCS3)cc1OC	-1.1
CCS(=O)(=O)c1ccc2c(c1)N(S(C)(=O)=O)CC(C(=O)NC1CC1)O2 (configuration not stated)	7.0
O=C(COc1ccccc1)N1CCNC1=O	3.3
Cc1ccc(N2CC(C(=O)Nc3ccc4c(c3)OCO4)CC2=O)cc1 (configuration not stated)	-4.1
CC(=O)Nc1ccc(S(=O)(=O)NCC2CCC(C(=O)N3CCCCCC3)CC2)cc1 (configuration not stated)	-7.0
Cc1ccc([N+](=O)[O-])cc1/C=N/Nc1nnnn1-c1ccccc1	-4.9
CC(=O)Nc1ccccc1NS(=O)(=O)c1ccc(Cl)cc1	9.7
CC1CCN(c2c([N+](=O)[O-])nn(-c3ccc4c(c3)OCCO4)[n+]2[O-])CC1	-1.6
C=C(C)COc1ccc2oc(C)c(C(=O)OCCOC)c2c1	0.5
CC(C)(C)c1cc(Cc2ccccc2)[nH]n1	-5.5
CC(=O)C1=C(C)N(CC2CC2)C(=O)N[C@H]1c1cccs1	0.8
O=C1C=C(NCc2ccc(Cl)cc2Cl)C2(CCCCC2)O1	2.4
CN1CCOc2cc(S(=O)(=O)Nc3ccc(F)cc3)ccc21	51.8
CSc1ccc(C(=S)N2CCN(Cc3ccccc3)CC2)cc1	-2.5
Cc1ccc(C(=O)OCn2ncc(Cl)c(Cl)c2=O)cc1	-74.4
COc1ccc(Nc2nc(Nc3ccc(OC)cc3OC)nc(N3CCN(C)CC3)n2)c(OC)c1	-7.6
CC(C(=O)NCC1CCCO1)N(C(=O)c1snc(C(N)=O)c1N)c1cccc(F)c1 (configuration not stated)	-0.9
CCC(=O)N(CCO)Cc1cc2ccc(C)c(C)c2[nH]c1=O	-0.5
Cn1c(SCC(=O)N2CCCc3ccccc32)nc2cccnc21	-21.6
O=C(CSc1ncn[nH]1)N1CCN(S(=O)(=O)c2ccc(Cl)cc2)CC1	-3.1
Cn1c2c(c(=O)n(C)c1=O)CN(CCCN1CCOCC1)CN2	-14.7
Cc1cc(NCCCN2CCOCC2)n2ncc(-c3ccccc3)c2n1	4.6
CCOCC(=O)Nc1ccc(S(=O)(=O)NCCc2ccccc2)cc1	27.3
COc1ccc(NC(=O)Cc2cccs2)c(OC)c1	-9.9
CC12CCC(C(=O)Nc3ccccc3)(C/C1=N\O)C2(C)C (configuration not stated)	-12.5
CC1(C)Cc2c(sc3nc(SCC(=O)O)[nH]c(=O)c23)CO1	0.1
O=C(NCC1c2ccccc2CCN1C(=O)CN1CCOCC1)C1CCCCC1 (configuration not stated)	2.2
O=c1cc(CO)occ1OCc1cccc(C(F)(F)F)c1	-7.2
COc1ccc(C(=O)c2ccc(N3CCOCC3)cc2)c(OC)c1	5.3
CCCCn1nnnc1NCc1ccc(C)s1	43.9
CCc1c(C)n2nc(C)cc2[nH]c1=O	-1.7
CCOC(=O)C1=C(N)c2ccccc2CC1C(C)C (configuration not stated)	9.5
COC(=O)c1cn(NC(=O)C2CCC(C(C)(C)C)CC2)c(=O)c2ccccc12 (configuration not stated)	-8.0

(list continues)
Molecule	miR-122 sensor
CCc1c(C)nc2ncnn2c1Nc1ccc(C(C)=O)cc1	-7.4
COC(=O)c1cc(C#N)c(Oc2ccc(OC)cc2)nc1C	-2.4
CCCC1C(c2ccccc2)C(C#N)(C#N)C2(C#N)CC1(N)NC2=O (configuration not stated)	-3.9
O=C(NC1CCCCC1)c1cc([N+](=O)[O-])[nH]n1	-8.8
N#Cc1ccccc1Cn1c(-c2cscn2)nc2ccccc21	0.2
Fc1ccc(-c2noc(C3CCN(Cc4cccnc4)CC3)n2)cc1	-1.8
CCOCCCNS(=O)(=O)c1ccc2c(c1)CCN2C(=O)CC	2.1
Cc1ccc(NC(=O)CSc2nnc(CSc3nc(C)cc(C)n3)n2Cc2ccco2)c(C)c1	21.5
O=C(Nc1ccc2c(c1)OCO2)C1CCCN1C(=O)NCc1ccccc1 (configuration not stated)	6.1
O=C(c1ccco1)N1CCN(c2ccc(S(=O)(=O)N3CCCC3)cc2)CC1	-1.8
c1ccc(-c2nc(N3CCCCCC3)c3ccccc3n2)nc1	-10.1
CCC(C(=O)Nc1nc(C)cs1)c1ccccc1 (configuration not stated)	-0.1
COC(=O)c1cccc(NC(=O)CSc2nc(C)cc(=O)[nH]2)c1	-1.3
CC1CCN(S(=O)(=O)c2ccc(NC(=O)CN3CCN(C)CC3)cc2)CC1	-4.6
Nc1ccc(C(O)(C(F)(F)F)C(F)(F)F)cc1	-1.2
Cc1ccccc1NS(=O)(=O)c1ccc(OCC(=O)N2CCCC2)cc1	-11.6
COC(=O)Cc1cc(=O)n2[nH]c(C)c(-c3ccccc3)c2n1	-1.0
Cc1cccc(NC(=S)N2CCC(N(C)CC3CCCO3)CC2)c1C (configuration not stated)	-2.3
Cc1cc(Br)ccc1NC(=O)CNC(=O)CN1C(=O)NC2(CCCCCC2)C1=O	-1.0
CC1(C(=O)O)COC(c2ccc([N+](=O)[O-])cc2)OC1 (configuration not stated)	-2.1
CCOC(=O)c1[nH]nc2c1C(=O)N(CC)C2=O	-4.2
CN1C(=O)c2ccc(NC(=O)c3c(F)c(F)c(F)c(F)c3F)cc2C1=O	-9.2
Cn1c(-c2ccc(Br)o2)nc2ccccc21	-5.3
CCCCN(C(=O)c1cc2ccccc2o1)c1c(N)n(CC(C)C)c(=O)[nH]c1=O	-3.4
COc1ccc(-c2cc(C(F)(F)F)nc(SCC(=O)NCc3cnn(C)c3C)n2)cc1OC	-3.5

5 entries drawn at random from the list so far, as already listed:
Molecule	miR-122 sensor
CCOC(=O)c1[nH]nc2c1C(=O)N(CC)C2=O	-4.2
Cc1ccc(NC(=O)CSc2nnc(CSc3nc(C)cc(C)n3)n2Cc2ccco2)c(C)c1	21.5
COC(=O)Cc1cc(=O)n2[nH]c(C)c(-c3ccccc3)c2n1	-1.0
Cn1c(-c2ccc(Br)o2)nc2ccccc21	-5.3
Cc1ccccc1NS(=O)(=O)c1ccc(OCC(=O)N2CCCC2)cc1	-11.6

Returning to the listing, starting 4 compounds before the break.
Molecule	miR-122 sensor
CN1C(=O)c2ccc(NC(=O)c3c(F)c(F)c(F)c(F)c3F)cc2C1=O	-9.2
Cn1c(-c2ccc(Br)o2)nc2ccccc21	-5.3
CCCCN(C(=O)c1cc2ccccc2o1)c1c(N)n(CC(C)C)c(=O)[nH]c1=O	-3.4
COc1ccc(-c2cc(C(F)(F)F)nc(SCC(=O)NCc3cnn(C)c3C)n2)cc1OC	-3.5
O=C(CN1CCN(S(=O)(=O)c2ccc(Cl)s2)CC1)NCc1ccc(Cl)cc1	-20.4
CCOc1ccc(C(C)(C)C)cc1S(=O)(=O)n1nc(C)cc1C	19.7
Cc1cccc(N(Cc2cc3ccccc3[nH]c2=O)C(=O)c2ccco2)c1C	2.5
Cc1c(NC(=O)c2ccc(CN3CCc4ccccc4C3)cc2)c(=O)n(-c2ccccc2)n1C	-0.4
O=C(OCc1ccc(F)cc1Cl)c1ccccn1	0.3
COC(=O)c1ccccc1NC(=O)c1noc2c1CC(C(C)(C)C)CC2 (configuration not stated)	0.4
CCc1c(C)sc(NC(=O)CSc2nc3c(c(C(F)(F)F)n2)CCc2ccccc2-3)c1C#N	0.6
Cc1cc(/C=N/NC(=O)C(O)(c2ccccc2)c2ccccc2)c(C)n1-c1ccccc1	-1.8
Cc1ccc(C)n1Cc1ccc(C(=O)O)cc1	-11.8
CCOC(=O)c1ccc(N2C(=O)CC(N3CCC(O)(c4ccc(Br)cc4)CC3)C2=O)cc1 (configuration not stated)	2.4
Cc1ccc(CCN2CC(C(=O)NC3CCCC3)CC2=O)cc1 (configuration not stated)	0.3
O=C(Cc1c[nH]c2ccccc12)Nc1nccs1	3.4
COc1ccc(CNC(=O)C(OC(=O)c2ccco2)c2ccc(OC)cc2)cc1 (configuration not stated)	-5.4
N#Cc1c(N)nc2c(c1-c1ccc3c(c1)OCO3)CCCCCC2	-7.8
CC(=O)c1c(C(C)=O)c(C)n(NC(=O)c2ccccc2O)c1C	-2.1
C/C(=N\O)c1ccc(N2C(=O)C3CC=C(Cl)CC3C2=O)cc1 (configuration not stated)	4.4
O=C(COC(=O)C1(c2ccccc2F)CCCC1)N1CCOCC1	-0.5
Cc1cc(Cl)c(S(=O)(=O)NC2CCCCC2)cc1OCC(=O)Nc1nncs1	13.9
CCOC(=O)C1=C(C)Nc2ccccc2N=C1NC(=O)CCCN1C(=O)c2ccccc2C1=O	-1.0
Cc1csc(NC(=O)CCNC(=O)c2ccc([N+](=O)[O-])cc2)n1	7.6
CCOc1cc(C(=O)NCc2nnc(SCC(=O)OC)n2C)cc(OCC)c1OCC	-5.2
Cc1ccsc1C(=O)Nc1nnc(-c2ccco2)o1	8.4
Cc1ccc(NC(=O)CSc2nc(-c3ccco3)cc(C(F)(F)F)n2)cc1C	44.7
Cc1ccc(-c2cc(C(=O)N/N=C/c3cccnc3)n[nH]2)o1	7.3
CC(=O)C1=C(C)OC(N)=C(C#N)C1c1cc2cc(C)c(C)cc2nc1Cl (configuration not stated)	0.1

More records follow:
Molecule	miR-122 sensor
CN(C)c1ccnc2sc3c(=O)n(-c4ccccc4)cnc3c12	-14.9
COc1ccc(C2C(C(=O)c3sc(C)nc3C)=C(O)C(=O)N2CCN2CCOCC2)cc1 (configuration not stated)	-2.7
COc1nc(Nc2ccc(C(C)C)cc2)nc(OC)n1	7.1
COc1ccccc1NC(=S)N(Cc1ccco1)Cc1cc2cccc(C)c2[nH]c1=O	16.8
CS(=O)(=O)c1ccc2nc(NC(=O)CN3CCCCCC3)sc2c1	-7.1
Cc1ccc2cc(CN(Cc3ccco3)C(=S)NCC3CCCO3)c(=O)[nH]c2c1 (configuration not stated)	2.3
Cc1cccc(OCC(=O)Nc2nc3ccc([N+](=O)[O-])cc3s2)c1	0.3
COc1cc(OC)c(C2=NOC(C(=O)NCc3ccc4c(c3)OCO4)C2)cc1Cl (configuration not stated)	-3.7
O=C(CCN1C(=O)CSC1=O)Nc1ccc(Br)cc1	-1.9
CN(CC(=O)Nc1cccc2c1CCCC2)S(=O)(=O)c1ccc(Br)cc1	4.2
NNC(=O)CNC(c1ccccc1)c1cc(Br)ccc1NC(=O)CCN1CCOCC1 (configuration not stated)	3.5
O=C1NC(=Nc2ccccc2)c2ccc([N+](=O)[O-])cc21	-6.8
CCc1ccc(C(C)NC(=O)/C=C/c2ccc(Br)cc2)cc1 (configuration not stated)	-0.6
COc1ccc(S(=O)(=O)N2CC3C4C=CC(C4)C3C2)cc1 (configuration not stated)	9.5
COc1cc(/C=C(\C#N)C(=O)Nc2ccc(SC(F)F)cc2)cc(OC)c1OC	9.6
CCC(=O)Nc1nnc(-c2ccncc2)s1	-0.3
FC(F)(F)c1nnc(-c2ccccc2)nc1N1CCOCC1	2.1
Cc1csc(Sc2ccc([N+](=O)[O-])cc2C(=O)OCC(=O)NC2CCCC(C)C2C)n1 (configuration not stated)	-1.2
Cc1cc(NCCO)nc(-n2nc(C)cc2C)n1	5.4
CCC(C)NC(=O)CSc1nnc(-c2ccoc2C)n1CC1CCCO1 (configuration not stated)	1.1
CCc1cccc(CC)c1NC(=O)NC1CCCCC1	-3.3
Cc1nc2ccccc2nc1OCC(=O)Nc1ccc2ccccc2c1	-2.5
CCCCCn1c(CN2CCCCC2C)nc2c1c(=O)n(C)c(=O)n2C (configuration not stated)	1.9
Cn1c(=O)c2c(nc(NC3CCCCC3)n2CC(O)COc2ccccc2)n(C)c1=O (configuration not stated)	-5.0
COC(=O)c1ccc(C(=O)OC)c(NS(=O)(=O)c2ccc(NC(C)=O)cc2)c1	-3.8
CCCn1c(NC(=O)c2ccc(Cl)c(S(=O)(=O)N3CCCC3)c2)nc2ccccc21	-18.4
O=C(Cn1nnc(-c2ccccc2NC(=O)c2ccco2)n1)Nc1ccccc1	8.9

A portion of the library; the hit share may differ from the screen's.
